# BCR signal inh – inhibitors of chronic active B-cell receptor signaling. ABC-DLBCL IkBa-CBG/CBR reporter, luminescence ratio, 4 h. Potency, µM (highest dose often 46.1 µM), for inactives: at the top dose ratio change, negative = lower green/red ratio, usual class: inhibitors. AID 493014. 0.05% of 340,000 active; active means well fitted inhibition curve with a large enough effect in the signal ratio, with a control signal flat, not every such curve was filed as active; inconclusive means small, poorly fitted or top-dose-only effect, or effect the other way, or a change in a side signal; the % refers to the signal ratio;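 further: potency means the concentration at half of the fitted maximal effect; plate controls were basal doxycycline-induced cells for no effect and cells given 10 µM MG132 for full effect; MG132 reads +100%, hits lower the ratio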
#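 Doxycycline induced both beetle luciferases in TMD8 lymphoma cells; IKK-driven degradation limits the IkappaBalpha-fused green signal, while red luminescence normalises for cell number and nonspecific effects. Compounds tested up to 46 uM, 4 hrs.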
# TCR activator – T cell receptor activation. primary human leukocytes, anti-CD3, IL-2 HTRF, 48 h. Potency, µM (highest dose often 9.22 µM), for the others: top-dose activation of IL-2 secretion, actives largely listed as activators. 330,000 tested, under 10 active; further: % of control where 0% means no effect
#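 Primary human leukocytes receive a-CD3 beads and test compound and are incubated 48 hr. Secreted IL-2 is then assayed by HTRF, measuring 665nm acceptor emission after 320nm excitation of the europium donor.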
# FBPA coupling cs – counter-screen for Giardia aldolase inhibitors: coupling enzyme system | activity change, negative = inhibition, % at 58.2 µM, hits read low | coupling enzyme system counterscreen, AmpLite Red fluorescence | 0.67% of 290,000 active | AID 2472; in the data active means activity change below about -30%; further: on the % scale 0 is the no-effect control and ±100 the full control effect
#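 Final compound at 57.5 uM, incubated 10 min at RT with coupling enzyme reagent (glyceraldehyde-3-phosphate), then 20 min with substrate and AmpLite Red detection. Fluorescence read at 525/598 nm; tests interference with the coupling assay, not aldolase inhibition.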
# CXXC DNA block – inhibitors of human MLL CXXC domain-DNA interaction | Q03164 | 0.037% of 290,000 active | Potency, µM (highest dose often 115 µM), inactives show top-dose activity change, negative = inhibition, most hits filed as inhibitors | AID 2662 | MLL-CXXC / FITC-HOXA9 DNA fluorescence polarization; active means well fitted inhibition curve with a large enough effect in the polarisation, with a control signal flat, not every such curve was filed as active; inconclusive means small, poorly fitted or top-dose-only effect, or effect the other way, or a change in a side signal; inactive means no such curve, though single readings can be large or run the other way; the % refers to the polarisation; further: potency means the concentration at half of the fitted maximal effect
#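 Steps: dispense CXXC domain solution (7 uM) → pin compounds or unlabeled HOX-A9 DNA control → 5 min ambient → add FLSN-HOX-A9 solution (50 nM) → spin → 30 min ambient → fluorescence polarization. Tris pH 7.5/NaCl/DTT/BSA buffer.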
# A-T KAP1 phos – potential ataxia-telangiectasia treatment | […] A-T fibroblasts, KAP-1 phosphorylation AlphaLISA; neocarzinostatin DNA damage 30 min before lysis | Potency, µM (doses to about 57.5 µM), for the others: at the top dose activation, actives largely listed as activators | 0.19% of 320,000 active | AID 485349; further: potency means the concentration at half of the fitted maximal effect; % of control where 0% means no effect; nearly all actives have a fitted effect of over 45% in size
#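 ATM-like activity read as KAP-1 phosphorylation via AlphaLISA donor/acceptor antibody pairs after lysis and 6 hr at 25C. Cells were ATM-null patient fibroblasts ([…], hTERT), dosed 60 min, then exposed to the DSB inducer NCS for 30 min.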
# Giardia killer – Giardia lamblia killing; AID 540267; 0.15% of 340,000 active; Giardia lamblia trophozoite viability; activity change, % at 7.66 µM, hits read low; in the data active means activity change below about -80%; inconclusive means between about -30% and that limit;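 further: parasites exposed to compound for two days anaerobically before the ATP read; on the % scale 0 is the no-effect control and ±100 the full control effect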
#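 Media and compound were dispensed first, then trophozoites at 100 cells/well; plates sat 48 hrs at 37 deg C without oxygen before ATP luminescence reagent was added and read after 15-30 min at room temperature.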
# hERG WT inh – KCNH2 (human, wildtype) channel inhibition. Q12809. U2OS, BacMam KCNH2, thallium flux FluxOr; hits give low values. activity change, % at 1.84 µM. 0.37% of 340,000 active. AID 720551;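 active means maximum activity change below -70%; inconclusive means maximum activity change between -70% and -50%; inactive means maximum activity change above -50%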; further: on the % scale 0 is the no-effect control and ±100 the full control effect
#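 U2OS cells transduced with wild-type KCNH2 virus are loaded with FluxOr dye for 45 min, and thallium flux is measured in kinetic reads before and after stimulation buffer. Rate constants are normalized to DMSO controls.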
# Tb PFK block – blocks T. brucei phosphofructokinase. O15648. T. brucei PFK, ADP-Glo luminescence. Potency, µM (titrated, usually from 57.5 µM), inactives show at the top dose activity, negative = inhibition, hits mostly inhibitors. 0.17% of 330,000 active;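 further: potency means the concentration at half of the fitted maximal effect; 0% = uninhibited 1x PFK enzyme wells and -100% = no-enzyme wells; nearly all actives have a fitted effect of over 60% in size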
#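 ADP-Glo luminescence quantified ADP after 45 min at room temperature, with 1.25 nM T. brucei PFK, 0.1 mM ATP and 0.5 mM fructose-6-phosphate in pH 8.0 TEA buffer. qHTS titrations up to 57 µM; curves classified by quality.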
# TSHR antagonist – antagonists of human thyroid stimulating hormone receptor | P16473 | activity change, negative = inhibition, % at 11.5 µM | TSHR-expressing cells, TSH-stimulated cAMP HTRF, 2 h; hits give low values | 0.2% of 330,000 active;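 active means activity change below a set negative limit, meaning inhibition stronger than a set level, cut at about -70% in these data; inconclusive means activity change between two set negative limits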; further: on the % scale 0 is the no-effect control and ±100 the full control effect
# Target sequence (P16473 whole entry, looked up): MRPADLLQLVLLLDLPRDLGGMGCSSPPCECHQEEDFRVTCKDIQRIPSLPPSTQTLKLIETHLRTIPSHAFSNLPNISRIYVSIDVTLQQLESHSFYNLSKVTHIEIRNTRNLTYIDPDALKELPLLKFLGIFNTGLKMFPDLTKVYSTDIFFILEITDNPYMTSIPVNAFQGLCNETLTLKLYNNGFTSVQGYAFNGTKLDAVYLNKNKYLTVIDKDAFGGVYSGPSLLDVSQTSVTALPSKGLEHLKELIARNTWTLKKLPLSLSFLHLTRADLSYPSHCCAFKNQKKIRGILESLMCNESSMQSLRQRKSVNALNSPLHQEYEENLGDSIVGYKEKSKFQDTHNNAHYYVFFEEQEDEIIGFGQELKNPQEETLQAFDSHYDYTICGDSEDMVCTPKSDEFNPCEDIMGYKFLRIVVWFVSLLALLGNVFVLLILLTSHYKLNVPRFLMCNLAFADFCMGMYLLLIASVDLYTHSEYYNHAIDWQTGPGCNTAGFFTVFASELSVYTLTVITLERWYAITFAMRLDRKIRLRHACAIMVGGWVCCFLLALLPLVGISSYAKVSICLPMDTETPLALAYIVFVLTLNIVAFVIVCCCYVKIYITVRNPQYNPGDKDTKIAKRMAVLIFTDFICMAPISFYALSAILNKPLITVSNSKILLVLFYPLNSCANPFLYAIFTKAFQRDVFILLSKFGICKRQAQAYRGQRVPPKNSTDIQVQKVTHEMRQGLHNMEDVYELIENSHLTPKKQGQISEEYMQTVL
#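 Competitive HTRF cAMP read-out (cryptate anti-cAMP antibody, cAMP-d2; 30 min, room temperature) in freshly harvested TSHR cells. Compounds added before TSH at EC80 (4nM final), followed by 2 hours' incubation at 37 deg C.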
# GALK inhibitor – galactokinase (human) inhibition | Purified GALK, Kinase-Glo residual ATP luminescence | Potency, µM (series often up to 57.5 µM), for inactives: at the highest dose activity change, negative = inhibition, actives largely listed as inhibitors | 0.007% of 270,000 active | AID 1868; further: potency means the concentration at half of the fitted maximal effect; on the % scale 0 is the no-effect control and ±100 the full control effect
#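 Luminescence from leftover ATP (Ultra-Glo luciferase/luciferin) served as read-out after a 1 h room-temperature reaction of 5 nM GALK with 35 uM ATP and 100 uM galactose.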
# * = called active by the depositor; ? = inconclusive; . = not tested or not shown; & = joins results of further samples; ! = a repeat was not active; [ ] = remark or other dose. Unless noted, the call rests on the fitted dose curve; in most records, active means well fitted curve in the direction sought with a large enough effect; inconclusive means small, poorly fitted or top-dose-only effect, or another doubt; inactive means no such curve, though single readings can be large; an effect the other way counts as inactive or inconclusive.
SMILES,BCR signal inh,TCR activator,FBPA coupling cs,CXXC DNA block,A-T KAP1 phos,Giardia killer,hERG WT inh,Tb PFK block,TSHR antagonist,GALK inhibitor
Cc1cc(C(=O)CSc2nncs2)c(C)n1-c1ccc2c(c1)OCO2,0%,-15%,-12,2%,-6%,8,-12,-8%,-16,-3%
CCCCN(C)C(=O)c1nc2ccccn2c1CN1CCN(C(=O)c2cccs2)CC1,-7%,4%,-1,5%,21%,-23,10,-2%,8,2%
CCOc1ccc(/C=C2\SC(=S)N(CC(=O)N(CCO)C(C)(C)C)C2=O)cc1,0%,6%,-1,3%,-2%,-6,10,0%,-3,8%
Cc1cc(C)n(CCCNC(=O)COc2ccc([N+](=O)[O-])cc2)n1,1%,1%,.,.,6%,-11,-3,7%,-3,.
NNC(=O)c1cc2ccccc2[nH]1,?,-3%,0,-12%,4%,-1,-1,-5%,0,0%
O=C(O)c1ccccc1S(=O)(=O)Cc1ccccc1,-1%,1%,0,-2%,-6%,3,6,-4%,8,0%
CC(=O)Nc1ccc(C(=O)COC(=O)c2c(C)noc2C)c(F)c1,-5%,0%,.,.,17%,7,2,-7%,0,.
COc1cccc(NC(=O)Nc2ccc(C(C)(C)C)cc2)c1,?,-4%,-3,-2%,0%,-10,9,0%,-10,3%
COc1ccc(S(=O)(=O)n2nc(OC(=O)c3ccco3)cc2N)cc1,-1%,8%,0,134%[activator],-7%,-6,-4,-2%,14,-4%
Nc1ccc(Nc2nc(-c3cc4ccccc4oc3=O)cs2)cc1,-12%,1%,1,5%,3%,-21,-6,3%,-8,-2%
Cc1ccnc(NC(=O)c2ccc(N3C(=O)CCC3=O)cc2)c1,?,-14%,6,-3%,1%,?,5,-19%,21,4%
CC(C)CCNC(=O)NC(=O)COC(=O)C1=COCCO1,-1%,2%,3,6%,0%,6,-9,-3%,2,6%
COC(=O)c1ccc(C)c(NC(=O)c2ccc(Cn3cc([N+](=O)[O-])cn3)o2)c1,-1%,1%[46.1 µM],0,-5%,12%,18,4,-7%,-7,2%
O=C(CCc1c[nH]c2ccccc12)NCc1cccc(Cl)c1,2%,-4%,3,6%,3%,-4,4,1%,18,5%
COc1ccccc1NC(=O)CCSc1nc(C)cs1,-13%,3%,2,-16%,-5%,-10,5,-2%,10,4%
O=C(CC(Cc1ccccc1)C(=O)O)Nc1ccc(Cl)c(Cl)c1 (configuration not stated),?,0%,8,-2%,0%,-14,-7,0%,0,-4%
Cc1ccc(OCCCC(=O)N2CCN(S(=O)(=O)c3cccc(F)c3)CC2)cc1,7%,-3%,.,.,9%,-7,2,-3%,1,.
Cc1ccc(S(=O)(=O)Nc2nc(CN3CCOCC3)nc3sc(C)c(C)c23)cc1,-1%,3%,.,.,11%,9,-31,-8%,-5,.
O=C(CSc1ccsc1[N+](=O)[O-])N1CCN(c2ccccc2)CC1,-3%,3%[46.1 µM],1,3%,-13%,?,-3,?,-3,-3%
Brc1ccc(-c2csc(N3CCOCC3)n2)cc1,?,-1%,1,1%,11%,8,-2,1%,-9,1%
COCc1c(C(=O)OCc2c(C)noc2C)oc2ccccc12,?,4%,4,14%,1%,28,-5,4%,-7,1%
CCn1c(SCC(=O)N/N=C/C=C/c2ccco2)nnc1-c1ccc(OC)cc1,-1%,-2%[46.1 µM],-39*,2%,.,6,2,?,-13,-3%
CC(=O)c1ccc(N2CCN(C(=O)CCc3ccccc3)CC2)cc1,1%,.,0,-17%,2%,-29,7,-5%,1,2%
CSCC[C@H](NC(=O)C(C)Oc1ccc(Cl)cc1)c1nc2ccccc2[nH]1 (some centres not stated),-4%,-3%[46.1 µM],0,7%,8%,-5,-27,-1%,4,-3%
Cc1cc(S(=O)(=O)N2CCN(C(=O)c3ccco3)CC2)ccc1F,2%,.,-2,2%,8%,17,11,2%,-11,0%
# Other structures follow:
SMILES,BCR signal inh,TCR activator,FBPA coupling cs,CXXC DNA block,A-T KAP1 phos,Giardia killer,hERG WT inh,Tb PFK block,TSHR antagonist,GALK inhibitor
CC1CCCN(S(=O)(=O)Cc2ccc(Cl)cc2)C1 (configuration not stated),?,-68%,3,-19%,0%,4,-11,-6%,-10,-1%
COc1ccc2cc3[n+](cc2c1OC)CCc1cc2c(cc1-3)OCO2,?,1%&2%,-36*!,-2%,-9%&-15%,-3&51,7&4,1%&-1%,-16&-14,.
COc1cc(OC)cc(C(=O)NNC(=O)Cc2cccs2)c1,-4%,.,.,.,-7%,2,-2,7%,7,.
CN1C(=O)/C(=C/c2ccco2)SC1=Nc1ccc(N2CCOCC2)cc1,-16%,-9%[46.1 µM],-1,9%,0%,-21,6,-1%,0,-2%
COc1ccc(-c2nc(C#N)c(NCc3ccc(F)cc3)o2)cc1OC,?,3%,1,10%,2%,?,0,0%,-15,-5%
O=c1oc(-c2ccccc2NS(=O)(=O)c2ccc(F)cc2)nc2ccccc12,?,5%,8,-1%,4%,-9,-3,0%,-3,-1%
CCCCn1c(N)c(N(CC(C)C)C(=O)c2ccc3c(c2)NC(=O)C(C)S3)c(=O)[nH]c1=O (configuration not stated),0%,-2%,.,-6%,2%,7,-6,-1%,9,0%
CCNC(=S)N1CCc2cc(OC)c(OC)cc2C1COc1ccccc1OC (configuration not stated),?,-1%,0,-2%,2%,4,-8,0%,-6,1%
Cc1cc(C)c2c(c1)OC(O)(C(F)F)CC2=O (configuration not stated),-2%,2%,-1,-2%,18%,0,5,1%,13,5%
CCOC(=O)C1=C(C)NC(C)=C(C(=O)OCC)C1C(=O)OCC(=O)NC,-2%,3%,-1,2%,-1%,13,-5,0%,-2,-1%
COc1ccc(NS(=O)(=O)c2ccc(C)c(C(=O)NCC(c3ccco3)N(C)C)c2)cc1 (configuration not stated),1%,3%,.,.,4%,-18,2,-4%,5,.
Cc1cc(C)cc(NC(=O)C2CCCN2C(=O)Oc2ccccc2)c1 (configuration not stated),14%,-4%,-1,-3%,-2%,9,-6,-3%,2,1%
CCc1cc(C(=O)Nc2ccc(C)cc2Br)cs1,?,1%[46.1 µM],-1,1%,7%,-6,0,3%,-13,-1%
Cn1c(=O)[nH]c(=O)c2c1nc(NCCCn1ccnc1)n2Cc1ccc(F)cc1,0%,-2%,3,-2%,3%,-18,-1,-2%,4,0%
Cc1ccc(C(=O)Nc2cc3c(oc2=O)CCCC3=O)cc1,-4%,0%,2,1%,-2%,-9,-3,-5%,15,-2%
Cc1ccc(CN2CCN(C(=O)CCc3ccccc3)CC2)cc1,1%,.,3,4%,1%,16,2,0%,20,-6%
N#Cc1nc(-c2ccccc2)oc1NCc1ccco1,8%,8%,-4,-7%,7%,-1,7,-5%,-5,-3%
COc1ccc(CNc2nc(NCc3ccc(OC)cc3)n(S(C)(=O)=O)n2)cc1,?,-1%,-1,-5%,2%,5,7,12%,3,-4%
Cc1cnc(NC(=O)CCCSc2nc3ccccc3s2)s1,?,-1%,-1,4%,1%,-14,5,3%,-14,0%
CCC(=O)N1N=C(c2ccc(NS(=O)(=O)CC)cc2)CC1c1ccc(C)cc1 (configuration not stated),-12%,-10%,-3,-2%,1%,8,-13,-11%,-8,-1%
Cc1noc(C)c1COC(=O)c1cc2c3ccccc3n(C)c2s1,0%,-10%,-8,-2%,11%,-3,-12,-2%,?,2%
COc1cc(C(=O)N2CC(C)OC(C)C2)c([N+](=O)[O-])cc1OC (configuration not stated),?,.,5,-2%,7%,0,-4,-6%,0,-1%
O=C(NCCS(=O)(=O)N1CCN(c2ccccc2F)CC1)c1cccs1,-12%,3%,.,.,-1%,13,6,0%,2,.
CCCCn1c(CN2CCN(c3cccc(Cl)c3)CC2)nc2c1c(=O)n(C)c(=O)n2C,1%,-5%,0,16%,-5%,12,.,4%,-11,0%
COc1nc(OC)nc(N(C)CCO)n1,-10%,-1%,2,1%,7%,22,7,15%,7,0%
COc1ccc(C2N=C(c3ccccc3)NO2)cc1OC (configuration not stated),-22%,-25%,-1,1%,10%,-6,5,0%,-7,-2%
O=C(CN1CCCN(Cc2ccc(F)cc2Cl)C1=O)NC1CCCCCC1,6%,-2%,5,-21%,4%,2,13,-2%,-4,-4%
COc1cc(C(=O)OCCN2CCOCC2)ccc1O,6%,-2%,0,2%,-4%,7,-1,3%,3,9%
CC(=O)Nc1cccc(NC(=O)Nc2cccc(F)c2)c1,7%,-5%,-1,6%,5%,-13,1,-2%,7,-2%
CCOC(=O)CSc1nc2ccccc2c(=O)n1CC1COc2ccccc2O1 (configuration not stated),0%,-1%,-2,-9%,6%,6,5,-5%,12,-2%

# From PubChem
